High-throughput results as filed in PubChem.
KCNH2 WT inh – qHTS for Inhibitors of KCHN2 3.1: Wildtype qHTS; 340,000 tested, 0.37% active; activity change, % at 1.84 µM; Voltage-gated inwardly rectifying potassium channel KCNH2 (Homo sapiens), Q12809; AID 720551, 2013; U2OS, BacMam KCNH2, thallium flux FluxOr; hits give low values;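 active means maximum activity change below -70%; inconclusive means maximum activity change between -70% and -50%; inactive means maximum activity change above -50%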
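U2OS cells were transduced with wild-type KCNH2 virus (2.03 x 10^8 / mL) for 4 h at room temperature, then cultured overnight at 37 C. Thallium flux was read with FluxOr dye. Rate constants were normalized to DMSO controls.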
Eya2 inh – qHTS Assay for Inhibitors of the Phosphatase Activity of Eya2; Protein phosphatase EYA2 (Homo sapiens), O00167; recombinant Eya2, OMFP fluorescence dephosphorylation (OMFP is methylfluorescein phosphate); Potency, µM (titrated, usually from 76.9 µM), without a hit: at the highest dose activity, negative = inhibition, actives largely listed as inhibitors; 330,000 tested, 0.006% active; AID 488837, 2010; further: potency means the concentration at half of the fitted maximal effect
Target sequence (O00167 whole entry, looked up): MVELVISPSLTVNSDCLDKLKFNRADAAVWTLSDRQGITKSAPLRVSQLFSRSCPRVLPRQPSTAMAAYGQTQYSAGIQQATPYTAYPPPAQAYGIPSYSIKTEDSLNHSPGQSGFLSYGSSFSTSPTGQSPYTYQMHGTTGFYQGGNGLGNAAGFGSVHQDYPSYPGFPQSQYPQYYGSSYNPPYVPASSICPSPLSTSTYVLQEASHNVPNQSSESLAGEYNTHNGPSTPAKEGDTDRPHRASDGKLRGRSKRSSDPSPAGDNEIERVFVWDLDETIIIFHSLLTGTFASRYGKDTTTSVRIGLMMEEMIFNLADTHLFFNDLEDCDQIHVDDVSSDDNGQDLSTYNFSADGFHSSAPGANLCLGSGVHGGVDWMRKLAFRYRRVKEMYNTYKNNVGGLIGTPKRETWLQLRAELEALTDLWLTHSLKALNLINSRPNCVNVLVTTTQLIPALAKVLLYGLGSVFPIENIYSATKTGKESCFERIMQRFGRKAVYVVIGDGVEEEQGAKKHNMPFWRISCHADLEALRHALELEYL
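Eya2 (0.2 uM) preincubated 10 min at ambient with compound, then OMFP substrate added at 50 uM; 10 min reaction in 50 mM HEPES pH 7.5, 50 mM NaCl, 5 uM MgCl2, 0.05% BSA, 1 mM DTT. Fluorescence read at Ex 485/Em 525 nm.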
B2AR arrestin – qHTS assay of beta-arrestin-biased ligands of beta2-adrenergic receptor; beta-arrestin recruitment to beta2AR, cell-based reporter; Potency, µM (titrated, usually from 46.1 µM), without a hit: top-dose activation, usual class: activators; 330,000 tested, 0.02% active; AID 492947, 2010;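 further: potency means the concentration at half of the fitted maximal effect; 0% = DMSO controls and full agonism = EC100 isoproterenol or metaproterenol; nearly all actives have a fitted effect of over 65% in size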
GALK inh – qHTS Assay for Inhibitors of Human Galactokinase (GALK). P51570. Potency, µM (highest dose often 57.5 µM), without a hit: at the top dose activity change, negative = inhibition, usual class: inhibitors. 270,000 tested, 0.007% active. Purified GALK, Kinase-Glo residual ATP luminescence; further: potency means the concentration at half of the fitted maximal effect
Target sequence (P51570 whole entry, looked up): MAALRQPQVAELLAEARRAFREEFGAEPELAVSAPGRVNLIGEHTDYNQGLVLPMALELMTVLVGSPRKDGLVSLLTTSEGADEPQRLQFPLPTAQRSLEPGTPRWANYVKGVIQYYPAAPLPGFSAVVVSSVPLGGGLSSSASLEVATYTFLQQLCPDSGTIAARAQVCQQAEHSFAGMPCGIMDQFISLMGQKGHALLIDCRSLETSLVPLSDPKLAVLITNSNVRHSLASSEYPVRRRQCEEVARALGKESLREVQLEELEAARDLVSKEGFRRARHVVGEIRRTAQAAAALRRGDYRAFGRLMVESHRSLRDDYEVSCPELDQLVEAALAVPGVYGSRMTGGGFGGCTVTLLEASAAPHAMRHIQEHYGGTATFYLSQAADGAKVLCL
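Galactose (100 uM) and ATP (35 uM) were turned over by 5 nM GALK for 1 h at RT. Kinase-Glo Plus then converted the remaining ATP into a luminescent signal.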
USP2a block – qHTS Assay for Inhibitors of Ubiquitin-specific Protease USP2a Using CHOP2 as the Reporter. USP2 core, Ub-CHOP2 coupled fluorogenic reporter, 485/531. Potency, µM (highest dose often 38.3 µM), inactives show at the top dose activity change, negative = inhibition, hits mostly inhibitors. 330,000 tested, 0.01% active. AID 463254, 2010;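 further: potency means the concentration at half of the fitted maximal effect; plate controls were DMSO wells for no effect and full inhibition by NEM control for full effect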
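USP2 core (10nM final) preincubated 30min RT with compound in 20mM Tris-HCl pH 8.0, 2mM CaCl2, 2mM beta-mercaptoethanol, 0.05% CHAPS; 25nM Ub-CHOP2 plus 25nM reporter substrate added, fluorescence (Ex485/Em531) read after 60min.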
Chronic BCR inh – qHTS Assay to Find Inhibitors of Chronic Active B-Cell Receptor Signaling; ABC-DLBCL IkBa-CBG/CBR reporter, luminescence ratio, 4 h; Potency, µM (series often up to 46.1 µM), without a hit: top-dose ratio change, negative = lower green/red ratio, usual class: inhibitors; 340,000 tested, 0.05% active; AID 493014, 2011; active means well fitted inhibition curve with a large enough effect in the signal ratio, with a control signal flat, not every such curve was filed as active; inconclusive means small, poorly fitted or top-dose-only effect, or effect the other way, or a change in a side signal; the % refers to the signal ratio;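 further: potency means the concentration at half of the fitted maximal effect; plate controls were basal doxycycline-induced cells for no effect and cells given 10 µM MG132 for full effect; MG132 reads +100%, hits lower the ratio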
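TMD8 human ABC-DLBCL cells with doxycycline-inducible IκBα–green luciferase fusion and unfused red luciferase, in 0.5% FBS medium; compounds up to 46 uM, 4 h at 37C. Green/red luminescence ratio, filter-overlap corrected, fitted to concentration-response curves.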
uPA surface inh – qHTS for Inhibitors of Cell Surface uPA Generation | cell surface uPA generation assay, qHTS | Potency, µM (titrated, usually from 38.3 µM), for inactives: top-dose activity change, negative = inhibition, actives largely listed as inhibitors | 330,000 tested, 0.31% active; active means well fitted inhibition curve with a large enough effect; inconclusive means small, poorly fitted or top-dose-only effect; inactive means no such curve, though single readings can be large or run the other way; tested in mouse RAW 264.7 cells; further: potency means the concentration at half of the fitted maximal effect; nearly all actives have a fitted effect of over 55% in size
Coupling enz – qHTS Assay for Inhibitors of Fructose-1,6-bisphosphate Aldolase from Giardia Lamblia: Coupling assay counterscreen; activity change, negative = inhibition, % at 58.2 µM, hits read low; 290,000 tested, 0.67% active; coupling enzyme system counterscreen, AmpLite Red fluorescence; AID 2472, 2010; in the data active means activity change below about -30%
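Final compound at 57.5 uM, incubated 10 min at RT with coupling enzyme reagent (glyceraldehyde-3-phosphate), then 20 min with substrate and AmpLite Red detection. Fluorescence read at 525/598 nm; tests interference with the coupling assay, not aldolase inhibition.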
KCNH2 3.1 inh – qHTS for Inhibitors of KCHN2 3.1: Mutant qHTS. AID 720553, 2013. U2OS KCNH2 3.1, thallium flux FluxOr; hits give low values. activity change, % (tested at about 1.8 µM). 340,000 tested, 0.95% active;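 active means maximum activity change below -70%; inconclusive means maximum activity change from -70% to -50%; inactive means maximum activity change above -50%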;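 further: thallium influx rate constant from kinetic fluorescence after stimulation buffer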
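U2OS cells transduced with KCNH2 3.1 mutant virus (1.77 x 10^8 /mL, 4 h), plated overnight at 37 C, loaded 45 min with FluxOr dye plus Red40 quencher. Thallium flux rate constant from kinetic reads after stimulation buffer, normalised to controls.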
PKM2 act – qHTS Assay for Activators of Human Muscle isoform 2 Pyruvate Kinase; purified PKM2, Kinase-Glo ATP luminescence, activation; response scale: 0% is enzyme alone, no compound; Potency, µM (titrated, usually from 57.5 µM), without a hit: at the top dose activation, hits mostly activators; Pyruvate kinase PKM (Homo sapiens), P14618; 260,000 tested, 0.34% active; further: potency means the concentration at half of the fitted maximal effect; nearly all actives have a fitted effect of over 55% in size
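hPK-M2, >95% pure; 0.1 mM ADP / 0.5 mM PEP final; imidazole pH7.2 buffer w/ 7 mM MgCl2, 50 mM KCl; 1 h RT; Kinase-Glo lum. Intermediate enzyme activity for dual inhibitor/activator qHTS.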
Giardia killer – Small Molecules that selectively kill Giardia lamblia: qHTS | Giardia lamblia trophozoite viability | activity change, % at 7.66 µM, hits read low | 340,000 tested, 0.15% active | AID 540267, 2011; in the data active means activity change below about -80%; inconclusive means between about -30% and that limit;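 further: parasites exposed to compound for two days anaerobically before the ATP read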
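Anaerobic 48 hrs incubation at 37 deg C of 100 trophozoites/well with test compounds; ATPLite 1-Step luminescence, 15-30 min RT, reports cellular ATP as viability.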
An asterisk follows results filed as active; u = inconclusive; x = not tested or not shown; [ ] = remark or other dose. Unless noted, the call rests on the fitted dose curve; in most records, active means well fitted curve in the direction sought with a large enough effect; inconclusive means small, poorly fitted or top-dose-only effect, or another doubt; inactive means no such curve, though single readings can be large; an effect the other way counts as inactive or inconclusive. Unless noted, on the % scale 0 is the no-effect control and ±100 the full control effect.

SMILES	KCNH2 WT inh	Eya2 inh	B2AR arrestin	GALK inh	USP2a block	Chronic BCR inh	uPA surface inh	Coupling enz	KCNH2 3.1 inh	PKM2 act	Giardia killer
COc1cc2c(cc1OC)C(C(=O)N1CCN(c3ccccn3)CC1)C(c1cccs1)N(C)C2=O (configuration not stated)	8.6	5.5%	0.4%	-1.0%	-0.4%	-4.5%	2.8%	1.0	-1.5	4.4%	-9.5
CCOC(=O)CCCCC(=O)c1[nH]c(=O)[nH]c1CSc1nc(C)cc(C)n1	18.4	31.8%[15.4 µM]	0.4%	1.1%	-1.2%	u	-3.6%	1.7	-7.8	-36.7%	-4.3
COc1ccc2[nH]c(C)c(CCNC(=S)Nc3ccccc3OC)c2c1	x	-2.7%	-0.1%	-1.4%	0.1%	-2.0%	19.5%	-2.4	-21.6	-0.2%	-15.5
CCC(C)NC(=O)Nc1ccc2c(c1)N(C)C(=O)c1ccccc1S2 (configuration not stated)	1.9	2.2%	0.2%	-1.3%	-10.0%	9.7%	x	-1.4	11.6	11.0%	11.7
CNC(=S)N=Nc1c(O)[nH]c2ccccc12	11.3	-2.4%	-1.1%	0.5%	0.4%	u	-3.4%	-2.9	10.7	-0.9%	2.4
CCOC(=O)c1nn(-c2ccc(Cl)cc2)c2nnc(Cc3ccc(C)cc3)c(=O)n12	-5.8	-4.7%	-0.2%	0.1%	0.2%	1.2%	2.9%	-7.7	-87.8*	3.8%	-3.5
Cc1ccccc1NC(=O)C1C2CCCCC21 (configuration not stated)	20.6	6.5%	0.7%	-5.2%	0.9%	4.1%	-24.9%	0.1	-2.9	-1.2%[11.5 µM]	-14.5
CN(C)Cc1c(O)ccc2c3c(c(=O)oc12)CCCCC3	3.2	18.7%	-0.7%	0.7%	2.1%	5.1%	5.0%	1.2	1.2	-6.9%	5.4
Cn1cnnc1SCC(=O)Nc1ccc(F)cc1	-5.9	-21.1%	-0.2%	-2.9%	1.4%	-0.5%	2.2%	1.7	7.8	x	16.5
CCN(CC(=O)Nc1ccc(OC)cc1)C(=O)c1ccc2c(=O)n3c(nc2c1)CCC3	10.7	-6.4%	0.3%	x	1.7%	10.9%	3.3%	x	23.2	x	7.6
COc1ccc(CCN=C(N)NS(=O)(=O)c2ccc(C)cc2)cc1OC	3.7	5.2%	0.0%	7.3%	2.5%	u	-0.6%	0.2	17.7	8.5%	-0.8
CCC(C)[C@H](NC(=O)[C@@H]1CSC2c3ccccc3C(=O)N21)C(=O)NC1CCCC1 (some centres not stated)	2.6	3.5%	-0.6%	-6.6%	10.0%	-0.2%	-1.5%	x	-0.1	x	-15.7
CCCn1c(CN2CCCCC2C)nc2c1c(=O)n(C)c(=O)n2C (configuration not stated)	-11.1	-7.5%	-2.4%	1.0%	-0.9%	u	-6.2%	0.0	8.1	11.5%	3.8
O=C(Nc1ccccc1Cl)c1ccn[nH]1	15.5	6.8%	0.1%	0.2%	1.9%	-19.9%	-2.7%	x	-3.2	-0.2%	-17.2
CC1CCN(Cc2nnc(-c3cccc(Br)c3)o2)CC1	10.3	-22.2%	6.0%	x	2.4%	u	-1.0%	-0.2	14.0	x	-3.3
CCN(CC(=O)NCc1ccc(Cl)cc1)C(=O)c1ccc(C#N)cc1	6.3	9.0%	-0.3%	2.2%	-1.2%	-0.8%	4.2%	7.2	-2.3	x	5.1
C/C(CC(=O)N1CCCC1)=N\NC(=O)c1cc2ccccc2cc1O	11.5	2.2%	3.1%	-1.9%	u	u	-9.0%	-64.7*	-5.3	4.6%	3.4
C/C(=N\NC(=O)c1cccc(S(=O)(=O)N2CCOCC2)c1)c1ccc(C#N)cc1	11.4	3.6%	0.4%	6.3%	0.2%	1.6%	4.4%	3.4	2.8	-1.7%	-2.2
CCOCCc1nnc(NC(=O)c2cccc(F)c2)s1	2.4	0.8%	0.1%	3.8%	-0.7%	4.0%	-2.7%	6.0	1.0	-1.5%	6.2
Cc1cccc(NC(=O)c2ccccc2OCC(=O)c2ccccc2)c1	-1.7	6.4%	-0.5%	0.2%	0.8%	0.2%	4.2%	-2.8	-6.9	-1.3%	-4.7

Looked up above:
`CCC(C)[C@H](NC(=O)[C@@H]1CSC2c3ccccc3C(=O)N21)C(=O)NC1CCCC1` (some centres not stated) in Eya2 inh is entered as 3.5%
`CCCn1c(CN2CCCCC2C)nc2c1c(=O)n(C)c(=O)n2C` (configuration not stated) in B2AR arrestin is entered as -2.4%

Following part.
SMILES	KCNH2 WT inh	Eya2 inh	B2AR arrestin	GALK inh	USP2a block	Chronic BCR inh	uPA surface inh	Coupling enz	KCNH2 3.1 inh	PKM2 act	Giardia killer
CCOc1cccc(C(=O)Nc2cccc(C(=O)NC(C)(C)C)c2)c1	-0.1	-0.9%	-0.3%	0.8%	6.1%	3.5%	1.3%	0.3	13.6	7.3%	9.4
Cc1ccc(-c2cc(-c3ccc4c(c3)OCO4)c(C#N)c(N)n2)o1	10.8	-4.9%	0.5%	5.9%	-1.7%	4.8%	-2.1%	0.6	-10.1	10µM*	23.4
O=C(Nc1cccc(NC(=O)c2ccc(-c3cccc(Br)c3)o2)c1)c1ccco1	5.0	-16.4%	-0.3%	8.0%	-4.0%	u	1.8%	4.4	-24.0	0.1%	-0.2
Cc1nc2ccccc2c(=O)n1NC(=O)c1cccc(Cl)c1	-12.6	18.7%	0.1%	-1.1%	2.7%	-1.1%	2.2%	0.0	-7.8	x	1.3
Cn1c(SCC(=O)NCc2ccc3c(c2)OCO3)nnc1C1COc2ccccc2O1 (configuration not stated)	8.8	26.5%	0.2%	-2.7%	0.7%	-3.4%	12.9%	4.9	-0.4	1.1%	13.8
CCC(NC(=O)c1ccccc1NC(=O)c1ccccc1)C(=O)NNC(=O)c1cccnc1 (configuration not stated)	4.9	1.8%	-0.6%	-4.2%	0.3%	u	6.5%	0.3	-5.4	3.8%	27.3
COc1ccc(N2CCN(C(=O)COC(=O)CNC(=O)c3ccc(Cl)cc3Cl)CC2)cc1	6.1	0.5%	-0.4%	x	0.0%	2.1%	6.4%	x	-2.6	x	-3.5
COc1cccc(N2C(=NC(=O)C3CCCO3)SC3CS(=O)(=O)CC32)c1 (configuration not stated)	5.9	-9.3%	-0.2%	-4.1%	2.1%	5.2%	1.5%	x	-24.4	x	42.9[activator]
Cc1cc(=O)n2nc(N3CCC(C(=O)NCc4ccc(F)cc4)CC3)sc2n1	-17.9	-10.7%	-0.5%	3.5%	-2.3%	-3.9%	1.0%	x	-7.7	x	-4.4
Cc1cc(Nc2cccc(F)c2)n2nc(C)nc2n1	11.7	3.5%	-0.4%	-0.6%	1.9%	-6.6%	12.0%	2.3	13.1	15.8%	-12.8
COc1ccc(-c2cc(C(=O)O)sc2C)cc1	-12.4	5.1%	0.0%	6.5%	2.6%	6.4%	8.0%	6.7	12.3	-1.1%	5.0
Cc1cc2nnc(SCC(=O)NCC3CCCO3)n2c2ccccc12 (configuration not stated)	-11.3	-4.0%	0.6%	8.4%	0.1%	-7.1%	4.9%	-5.0	-11.2	1.4%	-24.6
CC(=O)OC1CC(c2cc(C(C)(C)C)c(O)c(C(C)(C)C)c2)=NO1 (configuration not stated)	-32.1	1.0%	-1.4%	3.7%	2.9%	-2.6%	-0.7%	0.0	3.1	0.9%	-8.4
CCOC(=O)N1CCN(c2cc(=O)n(-c3cccc(Br)c3)c(=O)[nH]2)CC1	-24.3	-0.9%	-0.2%	-1.6%	1.1%	-7.1%	0.1%	1.2	4.7	0.6%	9.8
CC(C)OP(=O)(OC(C)C)C(O)c1cccc([N+](=O)[O-])c1 (configuration not stated)	-2.3	1.9%	-0.4%	5.7%	0.0%	8.2%	0.0%	6.5	1.5	-0.1%	14.4
C[C@@H](NC(=O)[C@@H]1Cc2ccccc2CN1C(=O)OC(C)(C)C)C(=O)NCC1CCCO1 (some centres not stated)	-17.4	-4.5%	-0.2%	-1.4%	6.8%	-11.8%	1.9%	x	-25.8	x	38.6[activator]
CC(C)NC(=S)N1CCN(S(=O)(=O)c2cccc(C(F)(F)F)c2)CC1	30.0	1.5%	-0.5%	-1.8%	1.8%	3.3%	-10.3%	3.1	8.6	3.5%	73.6[activator]
